Granule exo inh – blocks lytic granule exocytosis; 360,000 tested, 0.66% active; inhibition, % at 10 µM; TALL-104 LAMP-1 surface exposure, flow cytometry; cells stimulated with thapsigargin and PMA;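 active = inhibition above about 55%, limit read from the data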
TRPM1 prom inh – inhibitors of MITF-driven TRPM1 promoter in melanoma cells. SK-MEL-5 TRPM1 promoter luciferase, 24 h. inhibition, % at 12.5 µM. 330,000 tested, 0.83% active. AID 488899;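 active = mean inhibition across replicates of 60% or more, whatever share of single replicates reaches that level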; also: values of inactives mirror those of a sister screen read the other way
aDG glyco act – increases alpha dystroglycan glycosylation; activation, % at 10 µM; AID 624168; Pro5-aDG cells, alpha-DG glycosylation AlphaScreen (IIH6); 0% Pro5, 100% B10-LARGE cell signal; 360,000 tested, 0.22% active;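 active = activation of at least 8% versus controls, or a plate z-score of at least 8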;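 also: Pro5 are CHO cells carrying HIG-tagged alpha-DG that lacks glycosylation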
PDI inh – blocks human protein disulfide isomerase activity | AID 588391 | 350,000 tested, 0.052% active | inhibition, % at 10 µM | PDI insulin aggregation turbidity, A650, 90 min | P07237;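 active = mean inhibition across replicates of 30% or more, whatever share of single replicates reach that level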;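 also: absorbance from insulin aggregation driven by PDI reduction with DTT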
Target sequence (P07237 whole entry, looked up): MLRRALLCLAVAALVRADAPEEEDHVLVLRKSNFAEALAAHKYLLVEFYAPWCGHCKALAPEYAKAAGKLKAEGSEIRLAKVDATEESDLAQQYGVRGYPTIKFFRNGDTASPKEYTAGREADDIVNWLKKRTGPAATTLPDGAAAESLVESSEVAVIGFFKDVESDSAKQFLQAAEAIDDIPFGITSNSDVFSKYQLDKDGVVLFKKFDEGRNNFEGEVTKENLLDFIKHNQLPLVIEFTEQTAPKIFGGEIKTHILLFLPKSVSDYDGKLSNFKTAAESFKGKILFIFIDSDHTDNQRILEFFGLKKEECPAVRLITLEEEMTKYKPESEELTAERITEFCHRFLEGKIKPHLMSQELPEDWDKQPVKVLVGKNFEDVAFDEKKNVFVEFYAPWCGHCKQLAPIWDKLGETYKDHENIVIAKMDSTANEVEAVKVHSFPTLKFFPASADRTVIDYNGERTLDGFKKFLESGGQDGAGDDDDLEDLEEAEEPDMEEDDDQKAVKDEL
HIF-2a block – inhibitors of HIF-2a; 360,000 tested, 0.72% active; inhibition, % at 18.8 µM; 786-0 RCC cells HIF-2a reporter, luciferase luminescence, overnight;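 active = inhibition of the luminescence signal of 40% or more relative to plate controls, in a single-dose primary screen at 18.75 µM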
NR2E3 ag-1 – human photoreceptor-specific nuclear receptor agonism | Q9Y5X4 | CHO-S Gal4-NCOR/VP16-NR2E3 two-hybrid, luciferase | inhibition of corepressor binding, % at 3.98 µM | 360,000 tested, 0.35% active | AID 602229;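 active = inhibition above the mean of all tested compounds plus 3 SD, cut at about 70% in these data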;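 also: 0% = DMSO with NR2E3 transfected cells and 100% = cells lacking NR2E3 construct; higher means lower luciferase signal from less NR2E3 corepressor binding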
Target sequence (Q9Y5X4 whole entry, looked up, the tested form may be a part): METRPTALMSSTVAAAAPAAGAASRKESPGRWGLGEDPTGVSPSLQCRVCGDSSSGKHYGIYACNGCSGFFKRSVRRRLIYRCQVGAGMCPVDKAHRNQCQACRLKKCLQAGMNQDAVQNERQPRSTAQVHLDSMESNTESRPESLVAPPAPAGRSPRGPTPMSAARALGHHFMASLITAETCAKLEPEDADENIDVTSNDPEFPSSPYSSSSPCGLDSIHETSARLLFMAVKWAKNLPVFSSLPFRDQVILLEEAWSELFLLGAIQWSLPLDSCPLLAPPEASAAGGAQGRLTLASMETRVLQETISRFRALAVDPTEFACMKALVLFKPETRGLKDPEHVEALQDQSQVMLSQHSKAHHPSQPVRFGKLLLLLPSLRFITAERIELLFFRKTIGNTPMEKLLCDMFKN
CaV13 FRET inh – Primary screen for inhibitors of IQ motif and Ca2+-dependent inactivation inhibitor domain binding in CACNA1D, Förster resonance energy transfer in living cells, …; HEK cells, CFP/YFP FRET ICDI-IQ, plate reader, 10 min; percent FRET-ratio fall versus neutral wells; inhibition, % at 12.3 µM; 340,000 tested, 0.098% active; AID 743397;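 active = mean replicate inhibition of at least 30% and at least 1% of replicates passing that level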;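 also: 0% = median of the neutral control wells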
Vif inh – HIV Vif inhibition; inhibition, % at 7.49 µM; HEK293T cells, Vif self-association by quenched fluorescence, imaging, 24 h; 340,000 tested, 0.35% active; AID 602346; in the data active = inhibition above about 50%, passing the limit was not always enough; also: some results filed as inactive read as strong as hits
Peg3 prom inh – reduces Peg3 promoter-driven luciferase expression in HeLa | HeLa PEG-Prom luciferase reporter, luminescence, overnight | inhibition, % at 20 µM | 360,000 tested, 1.7% active | AID 588405;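 active = inhibition of at least 50% at 20 µM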
NR2E3 ag-2 – activates human photoreceptor nuclear receptor NR2E3. AID 2300. GST-NR2E3/biotin-RetCOR TR-FRET, 1536-well. 320,000 tested, 0.12% active. inhibition of corepressor binding, % at 4.78 µM;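 active = percent inhibition above the cutoff of mean plus 3 SD of all tested compounds, set per screening campaign, cut at about 20% in these data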;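 also: 0% = DMSO wells and 100% = biotin wells as full block of FRET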
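Format: 1536-well format; test system: GST-NR2E3 and biotin-RetCOR proteins; read-out basis: percent inhibition of TR-FRET ratio; timing: 5 h incubation at 4 °C; detection: time-resolved FRET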
hiPSC survival – hiPSC single-cell survival enhancement; AID 602274; ATPlite luminescence; 100% = ROCK inhibitor wells, 0% = DMSO; survival enhancement, % at 20 µM; 360,000 tested, 0.044% active; in the data active = survival enhancement above about 18%;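 also: cells exposed to compounds for 16 hours before the ATP read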
Starred values were filed as active, the others as inactive; nt = no result given; & = joins results of further samples.

SMILES	Granule exo inh	TRPM1 prom inh	aDG glyco act	PDI inh	HIF-2a block	NR2E3 ag-1	CaV13 FRET inh	Vif inh	Peg3 prom inh	NR2E3 ag-2	hiPSC survival
S=c1nc(-c2ccc(Cl)cc2)[nH][nH]1	-5	-14	-0.1	7	-71	-39	-5	0	-20	0	-0.3
CCc1cccc(C)c1NC(=O)CCOc1ccccc1	7	-17	0.1	8	19	6	-4	0	11	0	-0.1
O=S(=O)(c1ccc(F)cc1)N1CCN(CC(O)COCc2ccccc2)CC1 (configuration not stated)	-3	-1	0.4	-4	4	-1	-3	-2	2	nt	7.8
Cc1cc(C(=O)N2CCCC(N3CCN(c4ccccc4C)CC3)C2)no1 (configuration not stated)	-13	nt	0.0	0	6	16	-10	8	-10	nt	-2.7
COc1ccc(CN2C=C3C(=O)C(C)(OC(=O)C4CCCC4)C(=O)C=C3C=C2c2ccsc2)cc1 (configuration not stated)	-8	14	0.4	-1	4	0	-7	-2	4	1	-3.2
O=C(CCN1C(=O)C2CC=C(Cl)CC2C1=O)NCc1ccccc1 (configuration not stated)	-7	15	-0.1	13	-1	-13	-5	3	-16	1	-0.8
Cc1ccc(-c2cc(C(=O)NC3CCN(Cc4ccccc4)CC3)c3ccccc3n2)cc1	30	2	0.8	5	-20	2	-5	0	-6	2	-0.5
Cc1c(C(=O)O)oc2c(F)cccc12	1	5	-0.1	2	18	-28	-5	4	8	5	-0.1
CCCCC(=O)Nc1cc(C)c(NC(=O)c2cccs2)cn1	0	15	-0.1	1	0	-17	-2	4	10	0	0.1
COc1ccc(NC2CCCN(C(=O)CCc3cn[nH]c3)C2)cc1 (configuration not stated)	3	0	-0.3	2	3	1	-4	14	3	2	-0.2
O=C(Nc1ccc(COc2ccccc2)cc1)Oc1ccccc1N1CCOCC1	-8	11	-0.1	-2	17	-35	-4	-1	5	-2	1.2
CCn1c(SCc2ccc(C(=O)Nc3nccs3)cc2)nnc1-c1ccc(N)cc1	-6	2	-0.2	6	-72	-3	-5	54*	-41	-2	2.4

With a hit mark in Vif inh, among the entries above:
canonical_smiles	Granule exo inh	TRPM1 prom inh	aDG glyco act	PDI inh	HIF-2a block	NR2E3 ag-1	CaV13 FRET inh	Vif inh	Peg3 prom inh	NR2E3 ag-2
CCn1c(SCc2ccc(C(=O)Nc3nccs3)cc2)nnc1-c1ccc(N)cc1	-6	2	-0.2	6	-72	-3	-5	54*	-41	-2

3 entries out of the list, sorted by formula weight, falling:
SMILES	Granule exo inh	TRPM1 prom inh	aDG glyco act	PDI inh	HIF-2a block	NR2E3 ag-1	CaV13 FRET inh	Vif inh	Peg3 prom inh	NR2E3 ag-2	hiPSC survival
Cc1cc(C(=O)N2CCCC(N3CCN(c4ccccc4C)CC3)C2)no1 (configuration not stated)	-13	nt	0.0	0	6	16	-10	8	-10	nt	-2.7
CCCCC(=O)Nc1cc(C)c(NC(=O)c2cccs2)cn1	0	15	-0.1	1	0	-17	-2	4	10	0	0.1
S=c1nc(-c2ccc(Cl)cc2)[nH][nH]1	-5	-14	-0.1	7	-71	-39	-5	0	-20	0	-0.3

Additional entries follow.
SMILES	Granule exo inh	TRPM1 prom inh	aDG glyco act	PDI inh	HIF-2a block	NR2E3 ag-1	CaV13 FRET inh	Vif inh	Peg3 prom inh	NR2E3 ag-2	hiPSC survival
O=S(=O)(Nc1ccc(-c2ccc(N3CCOCC3)nn2)cc1)c1cc(Cl)ccc1Cl	34	-14	0.3	-7	-28	-42	-7	14	-45	-1	-0.2
CN(Cc1ccccc1)C(=O)c1ncn2c1c(=O)[nH]c1cccnc12	-4	nt	-0.2	10	-14	-3	-9	19	5	nt	-0.9
CCN(C(=O)COC(=O)/C=C/c1cnc2ccccc2n1)C1CCS(=O)(=O)C1 (configuration not stated)	10	11	0.5	-3	3	6	7	4	11	5	1.2
CCOC(=O)c1c(C)[nH]c(C)c1C(=O)CSc1nc2ccccc2c(=O)n1-c1ccccc1C	1	1	-0.2	10	6	-17	-3	-14	27	0	0.5
O=C(Nc1nn(Cc2ccccc2F)cc1Br)c1cccs1	-2	-3	-0.1	-4	-47	-21	-9	0	-13	2	3.6
CN(C)S(=O)(=O)c1ccc(NC(=O)COC(=O)C2COc3ccccc3O2)cc1 (configuration not stated)	-4	9	-0.3	3	19	14	-17	67*	21	0	-0.5
CCOC(=O)C1=C(C)N=c2s/c(=C/c3ccc(OCC(=O)O)cc3)c(=O)n2C1c1cc(OC)c(OC)c(OC)c1 (configuration not stated)	16	-2	-0.1	24	21	-8	13	15	-3	-1	-0.1
CCOC(=O)N1CCN(C(=O)c2cccc(NC(=O)c3ccco3)c2)CC1	-2	-2	-0.1	7	16	13	-2	-5	9	2	4.3
CCCCCCCCCCOC(=O)Cn1c(COc2ccc(OC)cc2)[n+](C)c2ccccc21	65*	85*	0.0&0.0	0&11	-57&-44	-10&1	nt	-7&3	105*	0&-2	0.1&0.9
Cc1ccc(NC(=O)CN(C)C(=O)CSc2nc(C)cs2)cc1	-2	-4	0.1	2	12	-14	-2	-1	-6	-2	-0.7
COc1ccc(N2CC(C(=O)Nc3c(C(N)=O)oc4ccccc34)CC2=O)cc1 (configuration not stated)	-3	0	-0.1	-2	8	-7	-3	-3	2	-1	0.1
O=C(COc1ccc(Cl)cc1Cl)NC(=O)N1CCCCC1	-1	-92	-0.1	-7	-111	-152	nt	23	-267	-1	-1.4
CCCN(C)C[C@@H]1OCCCC[C@@H](C)Oc2ccc(NS(=O)(=O)c3ccc(OC)cc3)cc2C(=O)N([C@H](C)CO)C[C@@H]1C	-5	nt	0.7	nt	6	-3	-8	14	1	nt	0.0
C[C@@H](NC(=O)c1nc[nH]c1C(=O)NCCCCCNC(=O)OC(C)(C)C)c1ccccc1	-5	15	0.6	10	11	27	-10	-19	36	nt	-1.1
Cc1ccc(NC(=O)CCC(=O)NNC(=O)c2cccc([N+](=O)[O-])c2)cc1C	0	13	0.2	1	1	-9	-8	-9	-8	1	-2.5
Cc1ccc(S(=O)(=O)NC(=O)c2cccc(Br)c2)cc1	1	5	0.0	9	1	15	nt	-6	24	3	0.4
Cc1cc(NC(=O)C2CC(=O)N(c3ccc(F)cc3)C2)no1 (configuration not stated)	-2	-11	-0.1	-1	21	-37	-8	-1	4	1	-0.2
Cc1ccc(CN2CC(C(=O)Nc3ccc(C)cn3)CC2=O)cc1 (configuration not stated)	0	2	-0.3	-3	10	7	-2	2	1	-4	-0.4
COc1ccc([C@H]2N[C@]3(CCCN(CC4CCCCC4)C3=O)[C@H]3C(=O)N(C)C(=O)[C@@H]23)cc1	1	nt	-0.2	21	1	17	-11	-2	-2	nt	-0.3
O=C(c1cnn2c1NC(c1ccc(Br)cc1)CC2C(F)(F)F)N1CCN2CCCC2C1 (configuration not stated)	6	-19	0.3	-12	-9	-13	-7	-2	0	0	2.4
O=C(CSc1ccccn1)NCc1ccc2c(c1)OCO2	2	-15	0.0	3	-97	-36	-3	0	-81	2	-0.1
O=C(/C=C/c1ccc([N+](=O)[O-])cc1)OCC(=O)c1ccc[nH]1	-4	-9	-0.2	-13	-61	-1	-3	-3	-15	nt	1.6
COc1ccccc1CNC(=O)C1CCN(c2ncnc3c2nc2n3CCCCC2)CC1	-3	0	-0.1	-1	16	22	-7	-6	18	-2	0.1
O=C1N[C@H](Cc2ccccc2)COC(=O)[C@H](Cc2ccc(F)cc2)CC/C=C/C[C@H]1CC(=O)N(CCO)Cc1ccccc1	12	1	0.4	7	12	56	-11	-1	15	nt	-0.1
CC(C)OC(=O)CSc1nc(N)c(C#N)cc1C#N	1	-39	0.2	-5	-94	-26	0	8	-138	-1	-1.6
O=C(NCc1ccncc1)C12CC3CC(CC(C3)C1)C2	-5	-2	0.3	-6	5	-7	-4	-30	8	2	-4.0
Cc1nn(CC(C)C)c(Cl)c1C(=O)NCC1CCCO1 (configuration not stated)	0	nt	-0.2	9	12	-2	-7	nt	2	nt	2.6
CCN(CC(=O)NCc1ccc2c(c1)OCO2)S(=O)(=O)c1ccc(F)cc1	-8	3	0.2	-1	4	-26	-3	-9	-10	2	1.0
COc1cccc2c(=O)c(C(=O)NCCc3ccccc3)c[nH]c12	-2	-49	0.0	3	-340	-94	-1	-5	-254	nt	-0.2
CC(C)N1CCC(N2CCN(Cc3cnc(-c4ccccc4)s3)CC2CCO)CC1 (configuration not stated)	-1	3	0.1	8	-22	3	-3	3	-32	2	0.8
CN(C(=O)c1ccc(OC2CCN(C(=O)c3cccnc3)CC2)cc1)C1CCCCC1	0	5	0.0	3	21	13	-9	-3	4	2	5.1
Cc1cccc(-c2noc(CN(C(=O)c3ccc(Br)o3)C(C)C)n2)c1	-3	-6	-0.1	-1	-16	-21	-4	nt	-2	2	-1.6
C/C(=N\NC(=O)COc1c(C)cccc1C)c1cccs1	-4	-21	0.2	1	-35	-30	-5	1	-32	-2	0.2
COc1ccc(-c2csc(N3CCN(C(=O)c4ccco4)CC3)n2)cc1	9	-14	0.1	nt	-59	1	-3	8	-34	5	4.2
CCOC(=O)c1sc2nc(C)nc(SCC(=O)N(C)C3CCS(=O)(=O)C3)c2c1C (configuration not stated)	-3	-5	-0.6	18	-9	-12	7	6	6	3	-0.4
O=S1(=O)N[C@H](Cc2ccccc2)COc2cccc(N3CCN(Cc4ccccc4F)CC3)c21	9	nt	-0.1	nt	26	-25	-2	nt	nt	nt	-0.6
C=CCOC(=O)C1=C(C)NC(=O)NC1C1CC=CCC1 (configuration not stated)	2	2	0.0	9	5	-21	-5	-3	-1	1	-4.3
CC(=O)c1cn(CC(=O)Nc2ccc(C)cc2C)c2ccccc12	1	16	2.7	6	18	54	nt	-22	33	4	7.2
COc1cccc(/C=C/C(=O)OCC(=O)NC(=O)NC2CCCC2)c1	-4	-6	-0.4	-8	9	-2	-17	8	-15	0	0.5
CC1(COS(N)(=O)=O)CCCCC1	-4	5	-0.1	-2	0	-10	nt	-9	-9	3	2.2
Cc1cc(C)n(C(=O)CCNC(=O)c2ccccc2Cl)n1	1	4	0.5	-1	5	-13	-5	-6	-53	1	-1.7
Cc1ccc(-c2cc(C(=O)N/N=C/c3ccoc3)c3ccccc3n2)cc1	3	-5	-0.1	0	-50	-37	nt	3	-15	nt	-0.2
COc1ccc2nc(Cl)c(C#N)cc2c1	-4	-14	-0.1	22	-16	-21	1	18	-16	2	-0.8
Cc1cc(C)nc(NCCC(=O)O)n1	-5	5	-0.5	14	8	4	0	2	-5	-4	0.3
Cc1ccc(NC(=O)COC(=O)c2cccc(S(=O)(=O)N3CCCCCC3)c2)cc1	-4	nt	-0.1	-2	16	-21	-7	-1	0	nt	4.4
COCCNC(=S)N/N=C(\C)c1ccc(OC(F)F)cc1	1	-18	0.0	6	-5	-7	-4	-1	5	3	-0.1
Cc1cc(NCCCN2CCOCC2)n2ncc(-c3ccccc3)c2n1	8	-39	0.3	-4	-227	-136	0	5	-224	-4	-2.7
NC1=NC(=Nc2ccc(Br)cc2)c2ccccc21	-2	27	0.4	-5	-94	-27	-3	0	-79	2	-0.2
CC(C)(C)C(=O)COC(=O)c1ccc(N)c([N+](=O)[O-])c1	1	-3	-0.4	-8	8	-3	-15	9	-26	0	-1.9
CC(C)Oc1nc(-c2ccccc2Cl)nc2ccccc12	0	2	0.1	0	20	1	-4	-11	18	4	0.2
NC(=O)c1cc2c3ccccc3ccn2c1-c1ccccc1	-32	23	0.0	20	-113	-12	-22	0	-86	-2	-0.3
